# PI5P4K alpha inh: inhibitors of human PI5P4K alpha; P48426; PI5P4Kalpha enzyme, ADP-Glo luminescence, 60 min; active compounds read low; max response, %; hit rate 1.2% among 330,000; active = max response of -50% or lower; inconclusive = between -30% and -50%; inactive = -30% or higher; also: value at the top dose of about 77 µM; % is scaled to controls: 0 for no effect and ±100 for the full control effect
#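 Quantitative HTS of the MLSMR library against PI5P4Kalpha with substrate. ATP added last at 5 microM final; room temperature, 60 minutes. Remaining ATP depleted, ADP converted and read as luminescence.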
# EPAC2 ag: agonists of human EPAC2 (RAPGEF4) | Q8WZA2 | EPAC2 activation, biochemical qHTS; response scale: 100% = 6.5 mM cAMP response | Potency, µM (doses to about 154 µM), without a hit: at the highest dose activation, most hits filed as activators | hit rate 0.079% among 360,000; also: potency is read from the fitted curve at half-maximal effect; nearly all actives have a fitted effect of over 50% in size
#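 Compounds were titrated in qHTS against a Rap1B-BODIPY-GDP (250 nM) complex with EPAC2 (100 nM) and GDP (50 uM). BODIPY-GDP release tracked at 480/540 nm over 30 min at room temperature, normalized to 6.5 mM cAMP.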
# IL-2 act: activators of IL-2 | AID 652025 | IL-2 activation reporter assay, cell-based qHTS; stimulated with anti-CD3/CD4/CD28 beads; in transgenic mouse T cells | activation, % (series mostly up to about 46 µM) | hit rate 0.065% among 360,000; in the data active = activation above about 50%; inconclusive = mostly about 30% to 49%; also: 0% is about no effect
#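 EGFP and DsRed fluorescence is measured by plate cytometry in unstimulated transgenic mouse T cells exposed to compound for 60 minutes, then stimulated 18 hours at 37 degrees C with anti-CD3/anti-CD4 beads plus anti-CD28.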
# CCT modulator: cytosolic chaperonin activity modulation; purified chaperonin ATPase assay, HTRF ADP detection, 30 min; activity change, % (no concentration beside the values), hits read low; hit rate 0.3% among 360,000; AID 651819; in the data active = activity change below about -30%; also: % is scaled to controls: 0 for no effect and ±100 for the full control effect
#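 Enzyme 40 or 20 nM (batch-dependent) in Tris pH 7.4/KCl/MgCl2/DTT; cpd 76 uM single point; ATP 10 uM; 30 min 37 °C; Transcreener ADP HTRF detection, 30 min RT; ratio 665/615.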
# WRN inhibitor: inhibitors of human WRN helicase | Potency, µM (series often up to 114 µM), inactives show at the highest dose activity change, negative = inhibition, usual class: inhibitors | WRN helicase unwinding, fluorescent forked duplex, kinetic | AID 651768 | hit rate 0.46% among 360,000 | Q14191; also: potency is read from the fitted curve at half-maximal effect; % is scaled to controls: 0 for no effect and ±100 for the full control effect; nearly all actives have a fitted effect of over 55% in size
#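 Enzyme (20 nM final) and test compound sit together 15 min at room temperature before substrate addition. Substrate is a single-forked duplex oligonucleotide (100 nM) labelled with fluorophore and quencher, with 2 mM ATP; helicase unwinding raises red fluorescence, read kinetically.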
# PLK1 PBD block: blocks phosphopeptide binding to human PLK1 polo-box domain; Plk1 PBD binding of FITC phosphopeptide, fluorescence polarization; Potency, µM, for inactives: max response, negative = inhibition, most hits filed as inhibitors; hit rate 2.8% among 360,000; AID 720504; also: potency is read from the fitted curve at half-maximal effect; series mostly up to about 57 µM; % is scaled to controls: 0 for no effect and ±100 for the full control effect; nearly all actives have a fitted effect of over 65% in size
# EPAC1 agonist: agonists of human EPAC1; AID 720707; Potency, µM (top dose mostly 154 µM), for inactives: at the top dose activation, actives largely listed as activators; EPAC1 agonist qHTS, biochemical assay; response scale: 100% = response to 6.5 mM cAMP; hit rate 0.073% among 360,000; also: potency is read from the fitted curve at half-maximal effect; nearly all actives have a fitted effect of over 60% in size
# Target sequence (O95398 whole entry, looked up): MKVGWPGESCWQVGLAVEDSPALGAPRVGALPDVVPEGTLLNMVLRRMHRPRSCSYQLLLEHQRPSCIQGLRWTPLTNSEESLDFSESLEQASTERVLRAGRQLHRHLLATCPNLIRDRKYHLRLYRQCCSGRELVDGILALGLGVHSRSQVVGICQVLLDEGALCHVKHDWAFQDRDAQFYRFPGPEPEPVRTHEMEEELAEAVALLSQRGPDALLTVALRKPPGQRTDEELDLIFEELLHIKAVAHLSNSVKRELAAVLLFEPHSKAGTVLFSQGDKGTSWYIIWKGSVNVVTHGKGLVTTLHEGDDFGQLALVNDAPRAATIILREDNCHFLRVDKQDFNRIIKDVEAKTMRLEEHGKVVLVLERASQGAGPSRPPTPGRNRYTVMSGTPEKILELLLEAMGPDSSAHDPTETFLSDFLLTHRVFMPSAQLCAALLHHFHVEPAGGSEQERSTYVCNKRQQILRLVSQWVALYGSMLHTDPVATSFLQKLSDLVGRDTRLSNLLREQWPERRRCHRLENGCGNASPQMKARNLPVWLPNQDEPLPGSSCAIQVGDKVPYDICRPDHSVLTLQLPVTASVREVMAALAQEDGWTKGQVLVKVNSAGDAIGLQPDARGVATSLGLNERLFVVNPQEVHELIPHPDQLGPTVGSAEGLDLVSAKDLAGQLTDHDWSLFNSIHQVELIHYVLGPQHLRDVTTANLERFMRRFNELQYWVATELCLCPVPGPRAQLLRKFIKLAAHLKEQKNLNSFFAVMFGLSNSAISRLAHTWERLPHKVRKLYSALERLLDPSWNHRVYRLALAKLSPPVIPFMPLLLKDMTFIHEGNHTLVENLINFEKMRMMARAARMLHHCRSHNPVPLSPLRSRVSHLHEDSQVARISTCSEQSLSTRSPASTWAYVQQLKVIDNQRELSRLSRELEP
#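 Multi-concentration qHTS readout: loss of Rap1B-bound BODIPY-GDP fluorescence driven by 100 nM EPAC1 with excess GDP (50 uM), monitored kinetically at room temperature; agonist response expressed relative to 6.5 mM cAMP.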
# EPAC1 antag: antagonists of human EPAC1; EPAC1 GEF assay, Rap1b-BODIPY-GDP exchange fluorescence; Potency, µM (highest dose often 115 µM), for inactives: top-dose activity change, negative = inhibition, most hits filed as inhibitors; hit rate 0.14% among 360,000;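 also: potency is read from the fitted curve at half-maximal effect; plate controls were vehicle for no effect and positive control for full effect; nearly all actives have a fitted effect of over 50% in size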
# Starred values were filed as active, the others as inactive; u = inconclusive; x = not tested or not shown; [ ] = remark or other dose. Unless noted, calls follow the shape of the dose curve; as a rule, active = well fitted curve in the direction sought with a large enough effect; inconclusive = small, poorly fitted or top-dose-only effect, or another doubt; inactive = no such curve, though single readings can be large; an effect the other way counts as inactive or inconclusive. Not all compounds are listed, so the mix of outcomes need not match the whole.
SMILES,PI5P4K alpha inh,EPAC2 ag,IL-2 act,CCT modulator,WRN inhibitor,PLK1 PBD block,EPAC1 agonist,EPAC1 antag
COC(=O)c1ccnc(SCC(=O)c2ccccc2)c1,-2,5%,-3.2,1.3,1%,-9%,-8%,-11%
Cc1cc(C)n2nc(CNS(=O)(=O)c3ccc(F)c(C)c3)nc2n1,4,3%,1.2,-0.9,1%,-4%,4%,8%
COc1ccccc1S(=O)(=O)Nc1ccc(-c2nnc3n2CCCCC3)cc1,-5,-19%,0.7,-2.1,-8%,-4%,0%,-1%
Cc1ccc(-n2c(=O)cc(N3CCN(C(=O)c4ccco4)CC3)[nH]c2=O)cc1,-8,9%,-3.2,-2.7,-17%,-13%,0%,-1%
CC(Nc1ccc(Br)cc1)C(=O)N/N=C/c1ccccc1OCc1ccccc1 (configuration not stated),12,1%,-1.4,1.0,-7%,-2%,-4%,-4%
COC(=O)C1=C(C)N(CCCC(=O)O)C(=O)NC1c1ccc(C#N)cc1 (configuration not stated),-63*,10%,0.2,-5.3,-1%[11.6 µM],-14%,-19%,-22%
CC1(C)C(c2ccc(Cl)cc2)=[N+]([O-])C2(CCCC/C2=N\O)N1O (configuration not stated),-7,-11%,-0.2,-1.3,6%,0%,-9%,7%
Cc1c(NS(=O)(=O)c2ccc(Cl)c(C(=O)OC(C)C(=O)NCc3ccco3)c2)c(=O)n(-c2ccccc2)n1C (configuration not stated),2,9%,0.1,1.2,-3%,-3%,7%,-2%
O=C(NC(=S)Nc1ccccc1O)c1ccc(Cl)cc1Cl,5,11%,0.3,0.1,1%,-6%,-9%,2%
COC(=O)CNC(=O)C(C)NC(=O)CNC(=O)OCc1ccccc1 (configuration not stated),7,14%,1.6,2.0,1%,0%,-6%,2%
COc1ccc(C)cc1S(=O)(=O)NCc1ccccn1,-2,-4%,2.3,0.2,15%,3%,-1%,12%
Cc1cc(NC(=O)COc2ccc3oc4ccccc4c3c2)no1,-12,-5%,-0.3,-0.5,7%,30µM*,-13%,0%
CCOc1ccc(NC2c3ccccc3C(=O)N2Cc2ccco2)cc1 (configuration not stated),-4,-2%,-3.3,0.9,-4%,2%,-7%,u
Fc1cccc(Cl)c1/C=N/Nc1ccccn1,-9,-5%,-0.6,0.6,7%,-24%,-4%,10%
CCOC(=O)CSc1cc(-c2ccccc2)nc2ncnn12,-4,5%,1.9,0.3,12%,-6%,-7%,9%
Cc1ccc(C)n1-c1ccc(N2CCOCC2)nc1,x,6%,-2.3,1.5,-5%,-10%,1%,-6%
CN(c1ccccc1C(=O)Nc1ccc(S(=O)(=O)N2CCCCC2)cc1)S(C)(=O)=O,x,-3%,-1.4,-0.8,8%,-3%,1%,7%
CCCOc1ccc(-c2nn(-c3ccccc3)cc2/C=C2\SC(N)=NC2=O)cc1,-1,0%,-2.6,2.5,0%[57.1 µM],7%,4%,5%
CCNC(=S)NNC(=O)C1CCN(Cc2ccccc2)CC1,4,-4%,4.6,1.3,-4%,-8%,-10%,3%
COc1ccc(NC(=O)CC2C(=O)N(c3ccc(F)cc3)C(=S)N2NC(=O)c2ccccc2)cc1 (configuration not stated),1,7%,-0.2,-0.8,-4%,-4%,13%,8%
CCc1ccc(C(=O)CN2C(=O)NC(C)(CCc3ccccc3)C2=O)cc1 (configuration not stated),0,-8%,0.1,1.8,-7%,1%,-1%,-11%
CCC1CCC(N2CCN(c3cccc(OC)c3)CC2)CC1 (configuration not stated),-1,6%,0.3,-0.7,-1%,-5%,13%,11%
CCCCCCOC(=O)c1ccccc1NC(=O)/C=C/C(=O)O,0,-2%,-1.9,-0.3,-3%,-18%,10%,-3%
O=C(C[C@H]1C[C@@H]2c3cc(NC(=O)c4cccnc4)ccc3O[C@@H]2[C@H](CO)O1)NCc1ccncc1,-5,13%,0.0,-2.5,5%,-10%,1%,3%
O=C(CCCn1c(=S)[nH]c2cc3c(cc2c1=O)OCO3)N1CCN(c2ncccn2)CC1,x,5%,-0.5,1.2,-22%,-2%,-1%,5%

# Of the compounds above, these contain a Cl atom.
SMILES,PI5P4K alpha inh,EPAC2 ag,IL-2 act,CCT modulator,WRN inhibitor,PLK1 PBD block,EPAC1 agonist,EPAC1 antag
CC1(C)C(c2ccc(Cl)cc2)=[N+]([O-])C2(CCCC/C2=N\O)N1O (configuration not stated),-7,-11%,-0.2,-1.3,6%,0%,-9%,7%
Cc1c(NS(=O)(=O)c2ccc(Cl)c(C(=O)OC(C)C(=O)NCc3ccco3)c2)c(=O)n(-c2ccccc2)n1C (configuration not stated),2,9%,0.1,1.2,-3%,-3%,7%,-2%
O=C(NC(=S)Nc1ccccc1O)c1ccc(Cl)cc1Cl,5,11%,0.3,0.1,1%,-6%,-9%,2%
Fc1cccc(Cl)c1/C=N/Nc1ccccn1,-9,-5%,-0.6,0.6,7%,-24%,-4%,10%

# Arranged by SMILES length (lowest first): 3 of the compounds above.
SMILES,PI5P4K alpha inh,EPAC2 ag,IL-2 act,CCT modulator,WRN inhibitor,PLK1 PBD block,EPAC1 agonist,EPAC1 antag
Fc1cccc(Cl)c1/C=N/Nc1ccccn1,-9,-5%,-0.6,0.6,7%,-24%,-4%,10%
Cc1ccc(C)n1-c1ccc(N2CCOCC2)nc1,x,6%,-2.3,1.5,-5%,-10%,1%,-6%
COC(=O)C1=C(C)N(CCCC(=O)O)C(=O)NC1c1ccc(C#N)cc1 (configuration not stated),-63*,10%,0.2,-5.3,-1%[11.6 µM],-14%,-19%,-22%

# Next part:
SMILES,PI5P4K alpha inh,EPAC2 ag,IL-2 act,CCT modulator,WRN inhibitor,PLK1 PBD block,EPAC1 agonist,EPAC1 antag
CS(=O)(=O)NCc1ccc(C(=O)NCCOc2ccccc2)cc1,x,9%,-3.6,0.8,7%,-2%,-7%,-5%
O=C(Nc1cc(C(F)(F)F)ccc1N1CCOCC1)c1c(F)c(F)c(F)c(F)c1F,2,2%,-0.3,1.8,17%,30µM*,0%,5%
Cn1c(=O)n(C)c2cc(NS(=O)(=O)c3ccc(C(C)(C)C)cc3)ccc21,-2,-12%,-1.7,-0.4,7%,-9%,-22%,u
Cc1ccc(N(C(=O)c2ccco2)C(C(=O)NC2CCCC2)c2cccnc2)cc1C (configuration not stated),5,2%,-2.9,1.8,-2%,0%,7%,-1%
CCN(CC)CCCNC(=O)c1sc2ncn(CC(=O)Nc3ccc(C)c(Cl)c3)c(=O)c2c1C,-1,2%,-2.7,0.9,-6%,-2%,-3%,5%
CCN(CC)C(=O)C1CCCN(c2ccc([N+](=O)[O-])cc2/C=N/NC(=O)c2ccccc2)C1 (configuration not stated),-4,11%,0.0,-1.2,9%,-8%,4%,-16%
Cc1cc(C(=O)OCC(=O)Nc2cc(Cl)ccc2C)c(C)o1,-2,5%,-3.8,-4.1,u,-1%,6%,7%
CCN1C(=O)/C(=C\c2ccc3c(c2)OCO3)C(C(=O)OC)=C1C,2,-7%,-2.7,-0.7,-12%,-2%,-5%,-4%
CCC1=C(OC(=O)N(CC)CC)N2C(=O)OC(=NCCc3c[nH]c4ccccc34)[C@]2(Cc2ccccc2)[C@H]2C1=CC[C@H]1C(=O)N(CC)C(=O)[C@H]12,3,-9%,0.9,-1.1,-2%,-3%,-19%,-27%
Cc1cc(C)nc(-n2nc(C)cc2NC(=O)c2cccc(S(=O)(=O)N(C)C)c2)n1,x,0%,-0.9,1.2,6%,-6%,1%,16%
COc1ccccc1CNC(=O)CCCn1nc(C)c2c(C)n(-c3ccc(C)cc3)nc2c1=O,0,13%,-0.6,-1.0,-4%,-2%,-3%,-12%
COC(=O)C1=CN(Cc2cccs2)C=C(C(=O)OC)C1c1cccc(O)c1,-6,-6%,0.3,0.9,9%[57.1 µM],u,1%,1%
COc1cccc(-c2ccc3c(c2)S(=O)(=O)c2cccc(C(=O)O)c2C3=O)c1OC,-3,6%,0.0,0.7,-4%,0%,9%,-9%
O=C(NC1=NCCS1)C1CCCCC1,-5,4%,0.6,-5.7,4%,-9%,0%,2%
O=c1c2ccccc2n(Cc2ccc(Cl)cc2)c(=O)n1Cc1ccco1,13,-17%,1.6,-3.5,-1%,-4%,2%,0%
CCCC(c1nnnn1CC1CCCO1)N1CCN(c2ccccc2)CC1 (configuration not stated),0,3%,-1.6,-0.9,5%,-1%,5%,-14%
CC(C)c1ccc(NC(=S)NNC(=O)c2cccnc2)cc1,-2,7%,1.1,-1.5,5%,-13%,0%,5%
CCCC12CN(C(=O)c3ccco3)CC(CCC)(CN(C(=O)c3ccco3)C1)C2=O,1,5%,-1.4,0.0,5%,-9%,3%,-34%
COc1ccc(CN(CC(=O)NCc2ccccc2)C(=O)CCC(=O)Nc2ccccn2)cc1,-10,9%,-0.7,1.4,3%,-6%,4%,-7%
Cc1cccc(CN2CCN(C(=O)CCl)CC2)c1,-9,5%,-4.4,0.3,8%,-2%,-7%,-2%
COC(=O)C[C@@H]1CC[C@@H](NC(=O)c2ccccc2F)[C@@H](CO)O1,0,7%,-0.8,x,-7%,-3%,0%,-9%

# Some of the entries so far, with each value named.
> CCN1C(=O)/C(=C\c2ccc3c(c2)OCO3)C(C(=O)OC)=C1C
  PI5P4K alpha inh: 2	EPAC2 ag: -7%	IL-2 act: -2.7	CCT modulator: -0.7	WRN inhibitor: -12%	PLK1 PBD block: -2%	EPAC1 agonist: -5%	EPAC1 antag: -4%
> CCC1=C(OC(=O)N(CC)CC)N2C(=O)OC(=NCCc3c[nH]c4ccccc34)[C@]2(Cc2ccccc2)[C@H]2C1=CC[C@H]1C(=O)N(CC)C(=O)[C@H]12
  PI5P4K alpha inh: 3	EPAC2 ag: -9%	IL-2 act: 0.9	CCT modulator: -1.1	WRN inhibitor: -2%	PLK1 PBD block: -3%	EPAC1 agonist: -19%	EPAC1 antag: -27%

# Screening data deposited in PubChem BioAssay by National Center for Advancing Translational Sciences (NCATS).
